Screening results (PubChem)
USP17 inh: inhibitors of human USP17 deubiquitinase. Ubiquitin carboxyl-terminal hydrolase 17-like protein 5 (Homo sapiens), A8MUK1. purified USP17, Ub-rhodamine cleavage fluorescence, 3 h. inhibition, % at 50 µM. 47,000 tested, 6.5% active
OTUD3 inh: inhibitors of human OTUD3 deubiquitinase; OTU domain-containing protein 3 (Homo sapiens), Q5T2D3; purified OTUD3, Ub-rhodamine fluorescence, 2 h; inhibition, % at 25 µM; 47,000 tested, 0.7% active; AID 1645858, 2021
UCHL1 inh: inhibitors of human UCHL1 deubiquitinase | Ubiquitin carboxyl-terminal hydrolase isozyme L1 (Homo sapiens), P09936 | purified UCHL1, Ub-rhodamine cleavage fluorescence | inhibition, % at 20 µM | 47,000 tested, 0.2% active
USP28 inh: inhibitors of human USP28 deubiquitinase. Ubiquitin carboxyl-terminal hydrolase 28 (Homo sapiens), Q96RU2. purified USP28, Ub-rhodamine cleavage fluorescence, 30 min. inhibition, % at 25 µM. 47,000 tested, 3% active. AID 1645857, 2021
USP7 block: inhibitors of human USP7 deubiquitinase | Ubiquitin carboxyl-terminal hydrolase 7 (Homo sapiens), Q93009 | purified USP7, Ub-rhodamine cleavage fluorescence | inhibition, % at 20 µM | 47,000 tested, 0.3% active
USP8 block: inhibitors of human USP8 deubiquitinase. purified USP8, Ub-rhodamine cleavage fluorescence, 30 min. inhibition, % at 20 µM. 47,000 tested, 4.2% active. AID 1645853, 2021
Target sequence (P40818 whole entry, looked up): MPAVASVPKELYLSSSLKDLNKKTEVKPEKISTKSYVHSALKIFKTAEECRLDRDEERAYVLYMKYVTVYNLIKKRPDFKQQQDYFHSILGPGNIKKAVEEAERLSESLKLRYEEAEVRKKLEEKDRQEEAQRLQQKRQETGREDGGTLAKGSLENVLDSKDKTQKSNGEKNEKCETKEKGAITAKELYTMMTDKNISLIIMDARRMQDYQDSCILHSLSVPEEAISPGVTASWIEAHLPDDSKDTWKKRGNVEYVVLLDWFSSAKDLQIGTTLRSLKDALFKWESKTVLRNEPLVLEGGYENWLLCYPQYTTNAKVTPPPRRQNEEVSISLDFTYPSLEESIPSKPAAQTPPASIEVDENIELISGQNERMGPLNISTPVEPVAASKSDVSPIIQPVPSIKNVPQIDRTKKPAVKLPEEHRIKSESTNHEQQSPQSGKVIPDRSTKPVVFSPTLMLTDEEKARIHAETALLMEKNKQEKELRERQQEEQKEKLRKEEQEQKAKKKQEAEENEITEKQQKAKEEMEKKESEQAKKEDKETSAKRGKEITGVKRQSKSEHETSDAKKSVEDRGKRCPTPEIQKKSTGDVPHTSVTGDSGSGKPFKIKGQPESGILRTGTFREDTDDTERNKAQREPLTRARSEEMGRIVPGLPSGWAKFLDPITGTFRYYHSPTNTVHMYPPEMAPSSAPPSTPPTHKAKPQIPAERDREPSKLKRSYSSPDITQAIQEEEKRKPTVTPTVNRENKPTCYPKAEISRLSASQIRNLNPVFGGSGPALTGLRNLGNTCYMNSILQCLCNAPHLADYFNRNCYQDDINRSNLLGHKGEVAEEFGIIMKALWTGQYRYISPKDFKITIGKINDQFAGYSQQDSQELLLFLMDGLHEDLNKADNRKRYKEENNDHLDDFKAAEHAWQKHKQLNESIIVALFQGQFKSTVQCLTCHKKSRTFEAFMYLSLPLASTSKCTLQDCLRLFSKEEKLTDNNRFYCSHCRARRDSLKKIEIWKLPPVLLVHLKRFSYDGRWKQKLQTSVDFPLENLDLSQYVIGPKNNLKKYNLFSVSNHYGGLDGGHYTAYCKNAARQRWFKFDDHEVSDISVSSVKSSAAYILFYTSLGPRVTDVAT
USP30 block: inhibitors of human USP30 deubiquitinase; Ubiquitin carboxyl-terminal hydrolase 30 (Homo sapiens), Q70CQ3; purified USP30, Ub-rhodamine cleavage fluorescence; inhibition, % at 25 µM; 47,000 tested, 5.3% active
USP10 block: inhibitors of human USP10 deubiquitinase; Ubiquitin carboxyl-terminal hydrolase 10 (Homo sapiens), Q14694; AID 1645856, 2021; 47,000 tested, 1.1% active; inhibition, % at 20 µM; purified USP10, Ub-rhodamine fluorescence, 60 min
* hit, by the source's call; i = inactive; . = no result given. No stated cut-off is given here; in the data, active means inhibition above about 30%; inactive means the rest. Compounds as they come (roughly 14% active in at least one column).

smiles,USP17 inh,OTUD3 inh,UCHL1 inh,USP28 inh,USP7 block,USP8 block,USP30 block,USP10 block
Cc1ccc(CNc2ncnc3c(C(=O)N4CCCC4)sc(C)c23)o1,-24,-16,-6,-14,-6,-18,-79,-2
CC(C)n1c(N2CCN(C)CC2)nc2c1c(=O)[nH]c(=O)n2C,-5,1,-3,-2,-2,1,0,2
CCOc1ccc2nc(NC(=O)CCCOc3ccc(C(C)(C)C)cc3)sc2c1,-23,-23,-5,-33,5,0,-103,-9
COCc1cc(=O)n(Cc2ccccc2C)c(N2CCCC2)n1,.,-3,2,-6,-19,1,-12,1
Cc1cc(C)n(CC2CCCCN2CC(=O)NC2(C#N)CCCC2)n1 (stereo not drawn),-5,4,-3,1,0,-5,-14,-4
Cc1nc(C2COCCN2C(=O)CN2CCCCCC2=O)cc(=O)[nH]1 (stereo not drawn),13,10,1,1,4,14,12,0
COc1cc(C2C(C(C)=O)N3c4ccccc4C=CC3C23C(=O)c2ccccc2C3=O)cc(OC)c1OC (stereo not drawn),-175,-172,-150,-166,-136,-8,i,-5
O=C(c1ccc(-c2csc(C3CC3)n2)cc1)N1CCOCC1,-6,-4,-3,-5,-1,4,-2,1
CCCN(CC(=O)Nc1ccccc1OC)C(=O)c1cc2ccccc2o1,8,7,2,15,-7,13,26,-1
COc1cccc(C(=O)c2c[nH]c(C(=O)NCCCN3CCOCC3)c2)c1,1,-3,0,2,2,12,6,2
CC(C)c1ccc(Nc2nc3cc(S(=O)(=O)N4CCCCC4)ccc3s2)cc1,-2,0,0,0,5,-10,-4,7
Cc1cc(Nc2cnccn2)cc(C2CCCN(C(=O)CCOc3cccc(F)c3)C2)n1 (stereo not drawn),-2,-7,4,-3,-13,-2,-13,-7
Cc1cc(C)c2c(n1)nn1c(Nc3ccc(Br)cc3)cc(C)nc21,-14,-6,-2,-26,0,4,-9,-1
Cc1cc2c3c([nH]c2cc1S(=O)(=O)Nc1c(C)cccc1C)CCCC3=O,-37,-14,-5,-39,2,-6,-114,-3
CN(C(=O)c1ccccc1)C1c2c(ccc3ccccc23)OCC1CO (stereo not drawn),6,8,4,1,11,4,2,3
Cc1noc(C)c1S(=O)(=O)N1CCC(C(=O)c2ccccc2)CC1,13,15,2,12,-1,-1,25,0
CC1CCCN(CC2C(=O)O[C@@]34[C@H]2CC[C@@H](C)[C@@H]3CC[C@@]2(C)O[C@@H]42)C1 (stereo partly drawn),-6,6,-1,.,5,-3,.,-1
Cc1ccc(CNC(=O)c2ccc3nn(CC(=O)Nc4ccccc4F)c(=O)n3c2)cc1,6,-10,0,-15,10,67*,-56,23
Cc1ccc(-c2csc(NC(=O)c3ccc(S(=O)(=O)N4CCOCC4)cc3)n2)o1,-8,-15,3,-14,-12,-13,-36,-3
Cc1ccc(-c2c3c4n(c(-c5ccc(Cl)cc5)cn4c2C(=O)Nc2ccccc2Cl)CCCC3)cc1,20,13,4,11,-6,43*,8,-3
O=C(Nc1nnc(Cc2ccccc2)s1)c1ccccc1[N+](=O)[O-],-10,0,-2,5,-1,-58,3,3
CCn1cc2nc(SCC(N)=O)n(Cc3ccc(OC)cc3)c(=O)c2n1,9,6,-2,0,-1,-1,-2,0
CNC(=O)c1cc2c(nc1NC(C)C)CCN(c1ncc(C)cn1)CC2,-44,-19,-1,-24,-25,-194,-59,-5
O=C(Nc1ccc2c(c1)OCO2)c1cc(-c2ccncc2)nc2ccccc12,15,-5,2,-1,1,35*,-39,-4
CC(C)NS(=O)(=O)c1ccc(C(=O)Nc2ccc(-c3nc4ccccc4o3)cc2)cc1,10,-14,-15,-28,-16,-13,-150,-4
O=C(Nc1nc(C(=O)N2CCN(c3cccc(Cl)c3Cl)CC2)co1)c1cnccn1,-32,7,0,-13,-9,-257,-18,1
O=C(C1CCCCC1)N1CCC(c2ccnc(Nc3ccccn3)n2)C1 (stereo not drawn),-3,-8,-2,-12,-5,-8,0,0
COc1ccccc1C(=O)N1CC(=O)N(Cc2ccccc2)CC(O)C1 (stereo not drawn),-8,0,2,-11,0,-4,-1,0
CC(C)Cn1c(=O)c2cc(C(=O)NCc3ccncc3)nn2c2ccccc21,4,-6,1,0,1,4,-1,3
CC(C)n1cnc2nnc3ccc(C(=O)NCc4cccnc4)cc3c21,-18,-5,-2,-10,2,0,-10,1
O=C(C1CCCN(Cc2ccccn2)C1)N1CCN(Cc2ccccc2)CC1 (stereo not drawn),4,0,0,0,0,2,2,0
CC(=O)c1cccc(NC(=O)c2ccc(NS(=O)(=O)c3c(C)noc3C)cc2)c1,12,6,3,23,4,8,1,8
O=C(CSc1nc2ccccc2[nH]1)c1ccccc1F,-37,-6,0,3,-2,-1,3,1
COc1ccc(C(=O)Cn2ccnc2C(=O)NCc2ccc(C)cc2)cc1,13,10,4,25,-5,-16,12,1
O=C(c1nnn(-c2ccc(Cl)cc2)c1-c1cccnc1)N1CCc2ccccc2C1,.,11,0,8,5,6,17,2
O=C1CC(c2ccccc2)c2c(c3ccccc3[nH]c2=O)O1 (stereo not drawn),-23,-10,-4,-12,0,-5,-45,2
Cc1nc(C(N)=O)c2[nH]c(=O)n(Cc3ccccc3)c2n1,8,11,2,10,-6,18,19,0
COc1ccc(-c2nc3c(c(=O)c4ccccc4n3C)c(=O)n2Cc2ccco2)cc1,.,20,11,27,7,90*,0,13
CC12CN3CC(C)(CN(C1)C3c1ccc3c(c1)OCO3)C2O (stereo not drawn),20,13,2,15,4,28,28,2
Cc1ccc(N2CCC3(CC2)CC(NC(C)(C)C)CO3)nn1 (stereo not drawn),-11,-5,-4,-7,-1,-6,-26,-6
Cc1cc(-c2cnc(NCc3cccc(F)c3)nc2-c2ccco2)on1,41*,10,4,26,9,17,9,15
COC(=O)C(=O)c1c(-c2ccccc2)c(-c2ccc(OC)c(OC)c2)c2c3cc(OC)c(OC)cc3ccn12,4,2,6,-4,8,17,3,3
Cc1cc(N(C)C)nc(N2CCN(S(=O)(=O)c3ccc(Br)cc3)CC2)n1,5,5,4,19,8,6,16,2
O=C(c1ccccc1)c1nc[nH]c1C(=O)Nc1ccccn1,13,4,3,8,4,-17,17,2
Cc1ccc(-c2c3c4n(c(-c5ccc(Cl)c(Cl)c5)cn4c2C(=O)NC2CCCCC2)CCCC3)cc1,-2,-17,-11,-28,-15,44*,-91,-4
c1ccc2c(c1)nc1n2CCCN(Cc2ccncc2)C1,-18,-22,-9,-16,-10,-18,-35,-4
COc1ccccc1NC(=O)c1nnc2c(-c3ccccc3)c(C)nn2c1C,20,16,4,6,4,22,26,1
Cc1cccc(-c2nc3scc(-c4ccccc4)n3n2)c1,-10,-1,2,.,7,4,.,2

Looked up by structure from the entries so far:
smiles,USP17 inh,OTUD3 inh,UCHL1 inh,USP28 inh,USP7 block,USP8 block,USP30 block,USP10 block
c1ccc2c(c1)nc1n2CCCN(Cc2ccncc2)C1,-18,-22,-9,-16,-10,-18,-35,-4
O=C(c1ccccc1)c1nc[nH]c1C(=O)Nc1ccccn1,13,4,3,8,4,-17,17,2
Cc1cccc(-c2nc3scc(-c4ccccc4)n3n2)c1,-10,-1,2,.,7,4,.,2

Single records (already shown). Values in the order: USP17 inh | OTUD3 inh | UCHL1 inh | USP28 inh | USP7 block | USP8 block | USP30 block | USP10 block
`O=C(c1ccccc1)c1nc[nH]c1C(=O)Nc1ccccn1` across the screens: 13 | 4 | 3 | 8 | 4 | -17 | 17 | 2
`Cc1cc(-c2cnc(NCc3cccc(F)c3)nc2-c2ccco2)on1` across the screens: 41* | 10 | 4 | 26 | 9 | 17 | 9 | 15
`COc1ccccc1NC(=O)c1nnc2c(-c3ccccc3)c(C)nn2c1C` across the screens: 20 | 16 | 4 | 6 | 4 | 22 | 26 | 1
`c1ccc2c(c1)nc1n2CCCN(Cc2ccncc2)C1` across the screens: -18 | -22 | -9 | -16 | -10 | -18 | -35 | -4
`Cc1cccc(-c2nc3scc(-c4ccccc4)n3n2)c1` across the screens: -10 | -1 | 2 | . | 7 | 4 | . | 2

Next part:
smiles,USP17 inh,OTUD3 inh,UCHL1 inh,USP28 inh,USP7 block,USP8 block,USP30 block,USP10 block
Cc1ccccc1NS(=O)(=O)c1ccc2c(c1)CCCC(=O)N2,-7,-8,0,-13,-3,-13,-25,0
CCc1nc2cc3c(cc2n1CC(=O)N1CCCCC1)OCCO3,1,0,1,-9,0,1,-18,0
CC(C)C(=O)Nc1nc2ccc(CCC(=O)Nc3ccc(F)cc3)cc2s1,44*,-1,-1,0,0,-2,26,1
CN(C)C(=O)[C@@H]1C[C@@H]2CN(C(=O)C3CCCC3)CCN2[C@@]12C(=O)Nc1ccccc12,16,17,0,10,3,22,21,0
O=c1cc(-c2ccncc2)nc(C2CCCN(Cc3cccc(F)c3F)C2)[nH]1 (stereo not drawn),2,3,2,3,2,-149,4,-1
O=C(CN(Cc1ccc(F)cc1)S(=O)(=O)c1ccccc1)Nc1ccccc1C(F)(F)F,-8,3,6,-7,3,-1,3,9
Cn1ncc2c1C(COCC1CC1)N(C(=O)c1cscn1)CC2 (stereo not drawn),-6,-2,0,-4,-12,-70,-17,-4
CC1=C(C#N)C(C(F)(F)F)(C(F)(F)F)N=C(Cc2ccccc2)N1,-12,-4,0,-4,-4,1,-6,2
COc1ccc(NC(=O)CCc2c(C)c3c(C)nn(-c4ccccc4)c3n(C)c2=O)c(OC)c1,-3,-2,-2,-1,-2,-3,30*,0
CSc1ncccc1C(=O)N1CCCn2nc(-c3ccncc3)cc2C1,6,13,0,10,4,18,19,0
COc1cc(NC(=O)CSc2ncnc3scc(-c4ccccc4)c23)c(C(=O)O)cc1OC,-19,-34,2,-46,5,-47,-147,30*
Clc1cccc(COc2ccc(-n3cnnn3)cc2)c1,12,6,4,49*,-11,13,18,2
Cc1ccc(S(=O)(=O)c2cn(Cc3ccccc3Cl)c3nc(C)ccc3c2=O)cc1,-7,-3,-3,.,-4,-19,.,0
COc1ccc(CCNC(=O)C(=O)c2cn(CC(=O)N3CCOCC3)c3ccccc23)cc1OC,0,-7,0,-5,1,15,9,-3
Cc1cccc(N2C(=O)N(c3ccccc3)C3CS(=O)(=O)CC32)c1C (stereo not drawn),5,3,0,5,-1,17,16,1
COc1ccc(C2NC3=NCN(Cc4ccco4)CN3c3nc4ccccc4n32)cc1OC (stereo not drawn),.,-12,-3,-8,-6,-21,-16,-1
Cc1cccc(-c2cncc(C3CCCN(C(=O)CO)C3)n2)c1 (stereo not drawn),-13,-4,-3,-6,-3,0,1,0
